Source: PubChem
RAM network inh = inhibitors of the yeast RAM network; S. cerevisiae dse1pr::URA3 reporter, 5-FOA growth OD615, 2 d; analog-sensitive cbk1-as2 kinase mutant strain; inhibition, % at 50 µM; 190,000 tested, 1.8% active; AID 868;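 active = inhibition above a set limit, 3 SD over mean compound inhibition, cut at about 8.4% in these data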;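 also: 0% = DMSO-only wells with no growth and 100% = 10 µM 1-NA-PP1 full growth; inhibition rescues growth on 5-FOA so higher OD means more RAM inhibition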
bIAP inhibitor = blocks bovine intestinal alkaline phosphatase activity; inhibition, % at 20 µM; 190,000 tested, under 10 active; purified bovine IAP, CDP-star luminescence, 30 min; AID 1019;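 active = over 50% inhibition of intestinal alkaline phosphatase at 20 µM in the single-dose screen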
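System: Purified bovine intestinal alkaline phosphatase (IAP) enzyme | Input: IAP diluted 1/65,000,000 in the well | Also added: CDP-star chemiluminescent phosphatase substrate, 30 µM final | Dosing: 20 µM single dose | Times: Enzyme reaction for 30 min at room temperature | Detection: Luminescence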
PPARg SRC1 recr = PPARgamma-driven SRC-1 recruitment agonism | activation, % at 8 µM | PPARgamma-SRC-1 coactivator recruitment biochemical assay | 200,000 tested, 0.41% active; in the data active = activation above about 19%;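 also: 0% = DMSO and 100% = reference agonist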
Target sequence (P37231 whole entry, looked up): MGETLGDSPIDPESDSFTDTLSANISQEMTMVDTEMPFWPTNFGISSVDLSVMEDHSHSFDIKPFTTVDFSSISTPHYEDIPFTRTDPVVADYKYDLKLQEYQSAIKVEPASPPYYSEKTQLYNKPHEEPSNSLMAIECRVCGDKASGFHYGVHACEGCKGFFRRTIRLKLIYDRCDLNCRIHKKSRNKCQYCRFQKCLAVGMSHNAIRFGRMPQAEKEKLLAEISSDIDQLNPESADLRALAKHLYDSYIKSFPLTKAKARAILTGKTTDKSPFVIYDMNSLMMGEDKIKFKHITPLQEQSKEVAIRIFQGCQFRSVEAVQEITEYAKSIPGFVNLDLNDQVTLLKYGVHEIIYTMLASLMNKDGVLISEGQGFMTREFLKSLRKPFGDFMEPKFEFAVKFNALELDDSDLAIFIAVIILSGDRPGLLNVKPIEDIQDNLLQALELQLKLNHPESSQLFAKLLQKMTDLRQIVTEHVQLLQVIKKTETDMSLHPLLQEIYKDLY
TR-FRET SRC-2 ct = TR-FRET artefact, counter-screen to PPARgamma/SRC-2 agonist assay | AID 1049 | 200,000 tested, 0.4% active | active compounds read high | TR-FRET ratio at 8 µM; in the data active = TR-FRET ratio above about 2000; also: inactives centre near 1500; reference of the scale not given here
Redox H2O2 prof = compounds producing H2O2 with reducing agent – biochemical, NIH compound library profiling, artefact control for MLSCN library redox annotation, primary screen | DTT-dependent redox cycling H2O2, phenol red/HRP absorbance; 100% = 100 µM peroxide control, 0% = buffer | activation, % at 10 µM | 200,000 tested, 0.03% active;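 active = activation of at least 50% relative to the plate's high and low controls in the primary single-dose screen; inactive = activation below 50%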;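 also: compound incubated with DTT at 0.8 mM final as the reducing agent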
PPARg SRC-3 ag = promotes SRC-3 coactivator recruitment by human PPARgamma; P37231; biochemical PPARgamma/SRC-3 coactivator recruitment assay; activation, % at 8 µM; 200,000 tested, 0.26% active; AID 731; in the data active = activation above about 23%;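 also: 0% = DMSO and 100% = reference agonist; some compounds past the cut are filed as inactive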
S1P3 antagonist = S1P3 (human) receptor antagonism | Q99500 | CHO S1P3 NFAT-BLA reporter, FRET fluorescence, antagonist mode | inhibition, % at 4.98 µM | 170,000 tested, 0.27% active | AID 485;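 active = inhibition above the plate cutoff, the mean inhibition of test wells on that plate plus 3 SD, cut at about 28% in these data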;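 also: cells challenged with S1P at its EC80 of 0.8 µM; blue over green emission ratio from cleaved BLA substrate after 4 h stimulation; 0% = S1P-stimulated wells and 100% = unstimulated DMSO-only wells; some compounds past the cut are filed as inactive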
PPARg SRC-2 ag = agonists of SRC-2 recruitment by human PPARgamma; P37231; PPARgamma LBD-SRC-2 recruitment, biochemical; activation, % at 8 µM; 200,000 tested, 0.34% active; AID 1032; in the data active = activation above about 22%;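 also: 0% = vehicle and 100% = reference agonist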
Lmaj promast = inhibitors of Leishmania major promastigote growth; Leishmania major promastigotes, resazurin fluorescence viability; inhibition, % at 10 µM; 200,000 tested, 9% active; in the data active = inhibition above about 50%;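 also: promastigotes grown with compound for 44 hours at 28 °C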
Efa HMGR inh = inhibitors of class II HMG-CoA reductase from Enterococcus faecalis; purified E. faecalis HMGR, NADPH absorbance 340 nm kinetic; inhibition, % at 10 µM; 190,000 tested, 0.41% active;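 active = inhibition above a set limit, the median over all tested compounds plus 3 SD, cut at about 9.5% in these data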;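 also: enzyme runs in reverse so mevalonate oxidation gives rising NADPH absorbance; 0% = complete reaction with DMSO and 100% = background rate lacking mevalonate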
ROMK mod = modulators of human ROMK potassium channel | P48048 | Tet-inducible ROMK, thallium flux fluorescence; actives lie on both sides | B-score at 10 µM | 130,000 tested, 2% active | AID 1918;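 active = signal ratio slope over the read window, or its plate-corrected B-score, at least 3 SD from the plate mean, either direction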;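 also: B-score of the F/F0 ratio slope over 7 to 12 s after thallium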
Target sequence (P48048 whole entry, looked up): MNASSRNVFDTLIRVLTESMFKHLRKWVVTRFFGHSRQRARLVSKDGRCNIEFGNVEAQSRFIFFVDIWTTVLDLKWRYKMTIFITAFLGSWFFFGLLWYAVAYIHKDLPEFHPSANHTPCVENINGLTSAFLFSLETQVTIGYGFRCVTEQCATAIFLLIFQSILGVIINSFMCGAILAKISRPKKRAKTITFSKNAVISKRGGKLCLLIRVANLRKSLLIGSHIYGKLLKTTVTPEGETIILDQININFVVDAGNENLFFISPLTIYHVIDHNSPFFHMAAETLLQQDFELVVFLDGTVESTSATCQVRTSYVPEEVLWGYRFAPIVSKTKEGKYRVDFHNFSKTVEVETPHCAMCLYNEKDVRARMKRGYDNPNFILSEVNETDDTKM
An asterisk follows results filed as active; . = no result given. Compounds as they come. About 13% of those tested had a hit in this group.

SMILES	RAM network inh	bIAP inhibitor	PPARg SRC1 recr	TR-FRET SRC-2 ct	Redox H2O2 prof	PPARg SRC-3 ag	S1P3 antagonist	PPARg SRC-2 ag	Lmaj promast	Efa HMGR inh	ROMK mod
Cn1c(N)c(N2CCCCC2)c(=O)n(CC(=O)Nc2ccc(Cl)c(Cl)c2)c1=O	-1.5	15	-5	1446	-0.4	-5	.	-6	3	-1	-0.66
COCCNC(=O)C(NC(=O)C1CCC(C)CC1)C(C)C (stereo not drawn)	0.1	-6	11	1674	-0.6	1	-3	-2	5	-3	-0.33
Cc1c(C(=O)O)sc2nc3n(c(=O)c12)CCCCC3	0.5	13	7	1721	0.0	8	.	14	-4	-1	1.2
COc1ccc(C(=O)Nc2cccc(C(C)=O)c2)c(OC)c1OC	1.8	-7	-1	1463	0.1	-4	.	-6	9	-2	-0.71
O=C(Nc1ccc(C(=O)OC[C@@H]2CCCN3CCCC[C@H]23)cc1)c1cccc(Br)c1	2.6	6	10	1599	-0.5	2	4	7	68*	3	0.3
COC(=O)c1onc(-c2c(C)cc(C)cc2C)c1C(=O)OC	1.2	-2	-8	1274	-3.1	-3	.	-3	8	-1	-0.38
COc1ccc2cc3cc(C(=O)Nc4cc(OC)c(OC)c(OC)c4)oc3nc2c1	1.5	0	-4	1336	0.4	-9	.	-3	5	2	-0.0021
COc1ccc(C(CCN(Cc2ccc(OC)c(OC)c2)C(C)=O)c2ccccc2)cc1 (stereo not drawn)	3.1	2	3	1489	0.6	-6	-5	5	9	-3	.
O=S(=O)(NCc1cccnc1)c1ccc(Cl)s1	1.9	7	10	1605	0.4	4	.	7	-7	6	.
Clc1nc(-c2cccnc2)nc2scc(-c3ccccc3)c12	-0.8	12	2	1611	2.3	5	-7	-6	22	6	-0.19
CCCN1C2CCCC1CC(NC(=S)Nc1cc(C)ccc1C)C2 (stereo not drawn)	1.0	0	0	1583	2.4	3	.	6	90*	3	.
CC(C)Cn1c(N)c(C(=O)COC(=O)c2cc(C(F)(F)F)nc3c(C(F)(F)F)cccc23)c(=O)n(C)c1=O	1.1	0	3	1486	-0.5	4	-6	9	10	-8	2.2
Cc1cc(C)cc(NC(=O)c2cccn2-c2ncc(C(F)(F)F)cc2Cl)c1	3.9	5	10	1655	0.1	16	.	13	6	2	.
CCCCN(C)C(=O)c1nc2ccccn2c1CN1CCN(C/C=C/c2ccccc2)CC1	0.4	-36	-2	1501	0.4	-1	1	2	47	-2	-1
Cc1ccc(-n2nnc3c(=O)n(CC(=O)NCc4ccco4)cnc32)cc1	2.1	1	5	1751	-3.1	10	-7	9	-3	-2	.
COc1ccc2c(c1)OC(O)(C(F)F)CC2=O (stereo not drawn)	2.2	3	-6	1325	4.0	-4	11	0	-6	3	.
Cc1cccc(NC(=S)NN2CCOCC2)c1C	0.3	-3	0	1560	0.1	0	.	-6	-3	-1	1
O=C(CCS(=O)(=O)Cc1ccccc1)Nc1ccc2c(c1)OCCO2	3.2	1	2	1595	-0.2	5	-13	1	-2	-3	0.074
O=C(NC(Cc1c[nH]c2ccccc12)C(=O)N/N=C/c1cccc2ccccc12)c1cccs1 (stereo not drawn)	4.3	9	-2	1636	0.2	4	-10	10	16	2	0.65
C/C(=C\c1ccco1)CN1CCN(Cc2ccc(C)o2)C(CCO)C1 (stereo not drawn)	-0.2	-12	-1	1433	-1.7	2	9	5	1	-3	-0.093
O=C(CC12CC3CC(C1)CC(CC(=O)NC1=NCCS1)(C3)C2)NC1=NCCS1	1.4	4	2	1551	-0.1	0	-24	16	-1	3	.
Cc1ccc(S(=O)(=O)NCCNC(=O)CN2CCCC2)cc1	2.1	0	-2	1374	-5.2	-1	-5	0	5	-9	-0.18
COC(=O)Nc1ccc2c(c1)N(C(=O)CCN1CCN3CCCC3C1)c1ccccc1S2 (stereo not drawn)	0.1	-9	-4	1459	0.0	-1	-4	-1	71*	-5	.
COCC(C)NC(=O)c1ccc(Cl)c(Cl)c1 (stereo not drawn)	0.0	1	-4	1553	-0.8	5	28	2	-4	2	.
CSc1sc(C)cc1C1C(C#N)=C(N)N(c2cccnc2)C2=C1C(=O)CCC2 (stereo not drawn)	1.3	-3	4	1608	0.7	3	7	5	7	3	.

In another format: entries from further up
O=C(CCS(=O)(=O)Cc1ccccc1)Nc1ccc2c(c1)OCCO2
  RAM network inh: 3.2	bIAP inhibitor: 1	PPARg SRC1 recr: 2	TR-FRET SRC-2 ct: 1595	Redox H2O2 prof: -0.2	PPARg SRC-3 ag: 5	S1P3 antagonist: -13	PPARg SRC-2 ag: 1	Lmaj promast: -2	Efa HMGR inh: -3	ROMK mod: 0.074

CSc1sc(C)cc1C1C(C#N)=C(N)N(c2cccnc2)C2=C1C(=O)CCC2 (stereo not drawn)
  RAM network inh: 1.3	bIAP inhibitor: -3	PPARg SRC1 recr: 4	TR-FRET SRC-2 ct: 1608	Redox H2O2 prof: 0.7	PPARg SRC-3 ag: 3	S1P3 antagonist: 7	PPARg SRC-2 ag: 5	Lmaj promast: 7	Efa HMGR inh: 3	ROMK mod: .

Next records
SMILES	RAM network inh	bIAP inhibitor	PPARg SRC1 recr	TR-FRET SRC-2 ct	Redox H2O2 prof	PPARg SRC-3 ag	S1P3 antagonist	PPARg SRC-2 ag	Lmaj promast	Efa HMGR inh	ROMK mod
Cc1ccc(S(=O)(=O)N2CCN(Cc3nc4ccccc4[nH]3)CC2)cc1C	1.6	-10	1	1481	1.4	-3	.	3	39	-3	.
COc1cccc(-c2nc3ccc([N+](=O)[O-])cc3o2)c1	6.6	5	4	1597	-1.5	7	-27	9	0	-2	-0.068
O=C(NCCc1ccc(Cl)cc1)C1CCN(S(=O)(=O)N2CCCC2)CC1	-0.1	4	3	1701	0.7	-3	3	1	-5	-5	.
CC1CC(C)(C)NC(=S)N1CCCC(=O)Nc1ccc(F)c(F)c1 (stereo not drawn)	0.6	30	8	1471	-2.8	5	-16	4	1	-4	0.0018
CCOC(=O)C1=C(N)n2c(s/c(=C\c3cccnc3)c2=O)=C(C(=O)OC)C1c1cccnc1 (stereo not drawn)	.	.	3	1648	2.6	-2	.	3	6	.	.
O=C(CSc1ccc2ccccc2c1)Nc1ncccn1	2.7	-1	-7	1592	0.3	-4	-8	-2	9	-6	0.017
OC(COCC1COc2ccccc2O1)CN1CCN(c2ccccn2)CC1 (stereo not drawn)	-0.4	-9	3	1449	15	-4	17	2	70*	2	.
Oc1cccc(-c2nc3ccc4ccccc4c3c3c2CCC3)c1	0.0	-9	5	1413	-0.1	0	.	0	44	0	-0.27
Nc1ccc2nc(CCc3ccccc3)[nH]c2c1	-0.4	-4	7	1546	0.8	-1	-11	5	-3	-6	.
CCC(Oc1ccccc1)C(=O)O/N=C(\N)c1ccc(OC)c(OC)c1 (stereo not drawn)	0.0	-12	10	1582	-0.1	-1	-7	-4	32	-1	.
CCc1ccc(NC(=S)N(CCCN2CCOCC2)Cc2ccccn2)cc1	0.1	7	6	1573	0.2	-2	0	7	68*	2	-0.42
O=C(Nc1ccccc1C(=O)N1CCOCC1)C1CCC(=O)N1C1CCCC1 (stereo not drawn)	2.5	13	7	1648	-0.2	7	3	5	-6	1	0.016
Cc1ccc(C2C3=C(CCCC3=O)Nc3nc(SCC(=O)NCc4ccco4)[nH]c(=O)c32)cc1 (stereo not drawn)	6.8	4	3	1430	2.0	-3	-7	-5	-9	-6	0.0029
COc1cccc(-n2c(C)n[nH]c2=O)c1	0.5	1	3	1491	1.7	8	.	4	-5	3	.
CC(OC(=O)c1ccc2ccccc2n1)C(=O)Nc1ccc(N2CCOCC2)cc1 (stereo not drawn)	4.1	1	2	1675	0.2	7	-22	12	-3	-2	-0.032
COc1ccc(OCC(=O)N/N=C(/C)Cc2ccccc2)cc1	4.4	12	6	1563	-0.2	4	2	3	-2	2	0.9
CCOC(=O)N1CCC(NC(=O)c2cc(C(=O)Nc3ccc(OC)c(OC)c3)ccc2CO)CC1	6.9	-5	-9	1560	0.8	-4	-48	-1	-1	1	0.35
CCCCCOc1ccc(/C=c2\sc3nc(=O)c(-c4ccccc4)nn3c2=O)cc1OC	7.1	25	7	1658	0.0	2	-12	6	-7	-9	.
O=C(Nc1ccccc1C(F)(F)F)N1CCN(c2ccc3nnc(-c4ccc(F)cc4)n3n2)CC1	2.6	0	-6	1795	-0.5	2	-33	7	21	0	-2.1
COc1cc2c(cc1OC)C(C(=O)NCCN(C)C)C(c1cccs1)N(C)C2=O (stereo not drawn)	-1.6	-4	1	1715	-0.4	2	-16	-12	2	2	0.23
CCOC(=O)c1c(NC(=O)c2cccs2)sc2c1CCCC2	4.5	12	-1	1679	0.0	1	.	3	-2	1	0.42
O=C(NCc1cccnc1)c1ccccc1[N+](=O)[O-]	1.5	-29	3	1696	-0.4	1	8	1	24	-1	.
CN(C)c1ccc(CN(C(=O)COc2ccccc2)C2CCS(=O)(=O)C2)cc1 (stereo not drawn)	-0.3	-6	-4	1391	-0.1	-16	-24	-7	4	-1	0.29
CC(C)CCn1c(Cl)nc2c1c(=O)n(C)c(=O)n2C	-0.1	3	-2	1575	0.1	-5	-25	2	19	0	-2.1
O=C(COC(=O)Cc1cccc(C(F)(F)F)c1)Nc1cccc2ccccc12	4.3	35	0	1671	0.5	1	-3	-2	-8	-2	.
Cc1ccc(/C=N/n2c(=O)c(C(C)(C)C)nn3cnnc23)cc1	1.8	24	7	1572	0.1	0	-5	11	-2	0	.
CCc1ccccc1Nc1nc(N)nc(CSc2nnnn2C)n1	1.7	4	2	1520	-0.3	3	-11	4	-2	2	-0.38
Cc1ccc2cc(C#N)c(SCC(=O)Nc3ccc4sc(C)nc4c3)nc2c1	1.3	14	6	1353	-3.9	-10	.	-3	-7	6	.
CC(=O)CSc1nnc(-c2ccc3c(c2)OCO3)o1	-0.4	3	-2	1497	0.2	-8	.	-2	-7	-1	.
CSc1c(CC(=O)Nc2ccccc2)n(Cc2ccccc2)c2ccccc12	5.0	3	2	1544	1.3	-1	-9	5	4	-3	.

Entries of single compounds, looked up by structure.
CCOC(=O)N1CCC(NC(=O)c2cc(C(=O)Nc3ccc(OC)c(OC)c3)ccc2CO)CC1 reads RAM network inh: 6.9; bIAP inhibitor: -5; PPARg SRC1 recr: -9; TR-FRET SRC-2 ct: 1560; Redox H2O2 prof: 0.8; PPARg SRC-3 ag: -4; S1P3 antagonist: -48; PPARg SRC-2 ag: -1; Lmaj promast: -1; Efa HMGR inh: 1; ROMK mod: 0.35
COc1cc2c(cc1OC)C(C(=O)NCCN(C)C)C(c1cccs1)N(C)C2=O (stereo not drawn) reads RAM network inh: -1.6; bIAP inhibitor: -4; PPARg SRC1 recr: 1; TR-FRET SRC-2 ct: 1715; Redox H2O2 prof: -0.4; PPARg SRC-3 ag: 2; S1P3 antagonist: -16; PPARg SRC-2 ag: -12; Lmaj promast: 2; Efa HMGR inh: 2; ROMK mod: 0.23
